# High-throughput results: PubChem BioAssay, University of Kansas High Throughput Screening Laboratory
# Pf apPOL inh: Pf-apPOL DNA polymerase inhibition | Recombinant Pf-apPOL, molecular beacon fluorescence, 1.5 h | inhibition, % at 10 µM | hit rate 0.25% among 210,000 | AID 1794808
# mHTT-CaM PPI inh: inhibitors of human mutant huntingtin-calmodulin interaction. AlphaScreen His-mHTT/GST-CaM binding, luminescence. P42858. inhibition, % at 15 µM. AID 1671202. hit rate 3.6% among 190,000;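 also: 0% = both proteins with DMSO and 100% = one protein alone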
# Target sequence (P42858 whole entry, looked up, stated change not applied): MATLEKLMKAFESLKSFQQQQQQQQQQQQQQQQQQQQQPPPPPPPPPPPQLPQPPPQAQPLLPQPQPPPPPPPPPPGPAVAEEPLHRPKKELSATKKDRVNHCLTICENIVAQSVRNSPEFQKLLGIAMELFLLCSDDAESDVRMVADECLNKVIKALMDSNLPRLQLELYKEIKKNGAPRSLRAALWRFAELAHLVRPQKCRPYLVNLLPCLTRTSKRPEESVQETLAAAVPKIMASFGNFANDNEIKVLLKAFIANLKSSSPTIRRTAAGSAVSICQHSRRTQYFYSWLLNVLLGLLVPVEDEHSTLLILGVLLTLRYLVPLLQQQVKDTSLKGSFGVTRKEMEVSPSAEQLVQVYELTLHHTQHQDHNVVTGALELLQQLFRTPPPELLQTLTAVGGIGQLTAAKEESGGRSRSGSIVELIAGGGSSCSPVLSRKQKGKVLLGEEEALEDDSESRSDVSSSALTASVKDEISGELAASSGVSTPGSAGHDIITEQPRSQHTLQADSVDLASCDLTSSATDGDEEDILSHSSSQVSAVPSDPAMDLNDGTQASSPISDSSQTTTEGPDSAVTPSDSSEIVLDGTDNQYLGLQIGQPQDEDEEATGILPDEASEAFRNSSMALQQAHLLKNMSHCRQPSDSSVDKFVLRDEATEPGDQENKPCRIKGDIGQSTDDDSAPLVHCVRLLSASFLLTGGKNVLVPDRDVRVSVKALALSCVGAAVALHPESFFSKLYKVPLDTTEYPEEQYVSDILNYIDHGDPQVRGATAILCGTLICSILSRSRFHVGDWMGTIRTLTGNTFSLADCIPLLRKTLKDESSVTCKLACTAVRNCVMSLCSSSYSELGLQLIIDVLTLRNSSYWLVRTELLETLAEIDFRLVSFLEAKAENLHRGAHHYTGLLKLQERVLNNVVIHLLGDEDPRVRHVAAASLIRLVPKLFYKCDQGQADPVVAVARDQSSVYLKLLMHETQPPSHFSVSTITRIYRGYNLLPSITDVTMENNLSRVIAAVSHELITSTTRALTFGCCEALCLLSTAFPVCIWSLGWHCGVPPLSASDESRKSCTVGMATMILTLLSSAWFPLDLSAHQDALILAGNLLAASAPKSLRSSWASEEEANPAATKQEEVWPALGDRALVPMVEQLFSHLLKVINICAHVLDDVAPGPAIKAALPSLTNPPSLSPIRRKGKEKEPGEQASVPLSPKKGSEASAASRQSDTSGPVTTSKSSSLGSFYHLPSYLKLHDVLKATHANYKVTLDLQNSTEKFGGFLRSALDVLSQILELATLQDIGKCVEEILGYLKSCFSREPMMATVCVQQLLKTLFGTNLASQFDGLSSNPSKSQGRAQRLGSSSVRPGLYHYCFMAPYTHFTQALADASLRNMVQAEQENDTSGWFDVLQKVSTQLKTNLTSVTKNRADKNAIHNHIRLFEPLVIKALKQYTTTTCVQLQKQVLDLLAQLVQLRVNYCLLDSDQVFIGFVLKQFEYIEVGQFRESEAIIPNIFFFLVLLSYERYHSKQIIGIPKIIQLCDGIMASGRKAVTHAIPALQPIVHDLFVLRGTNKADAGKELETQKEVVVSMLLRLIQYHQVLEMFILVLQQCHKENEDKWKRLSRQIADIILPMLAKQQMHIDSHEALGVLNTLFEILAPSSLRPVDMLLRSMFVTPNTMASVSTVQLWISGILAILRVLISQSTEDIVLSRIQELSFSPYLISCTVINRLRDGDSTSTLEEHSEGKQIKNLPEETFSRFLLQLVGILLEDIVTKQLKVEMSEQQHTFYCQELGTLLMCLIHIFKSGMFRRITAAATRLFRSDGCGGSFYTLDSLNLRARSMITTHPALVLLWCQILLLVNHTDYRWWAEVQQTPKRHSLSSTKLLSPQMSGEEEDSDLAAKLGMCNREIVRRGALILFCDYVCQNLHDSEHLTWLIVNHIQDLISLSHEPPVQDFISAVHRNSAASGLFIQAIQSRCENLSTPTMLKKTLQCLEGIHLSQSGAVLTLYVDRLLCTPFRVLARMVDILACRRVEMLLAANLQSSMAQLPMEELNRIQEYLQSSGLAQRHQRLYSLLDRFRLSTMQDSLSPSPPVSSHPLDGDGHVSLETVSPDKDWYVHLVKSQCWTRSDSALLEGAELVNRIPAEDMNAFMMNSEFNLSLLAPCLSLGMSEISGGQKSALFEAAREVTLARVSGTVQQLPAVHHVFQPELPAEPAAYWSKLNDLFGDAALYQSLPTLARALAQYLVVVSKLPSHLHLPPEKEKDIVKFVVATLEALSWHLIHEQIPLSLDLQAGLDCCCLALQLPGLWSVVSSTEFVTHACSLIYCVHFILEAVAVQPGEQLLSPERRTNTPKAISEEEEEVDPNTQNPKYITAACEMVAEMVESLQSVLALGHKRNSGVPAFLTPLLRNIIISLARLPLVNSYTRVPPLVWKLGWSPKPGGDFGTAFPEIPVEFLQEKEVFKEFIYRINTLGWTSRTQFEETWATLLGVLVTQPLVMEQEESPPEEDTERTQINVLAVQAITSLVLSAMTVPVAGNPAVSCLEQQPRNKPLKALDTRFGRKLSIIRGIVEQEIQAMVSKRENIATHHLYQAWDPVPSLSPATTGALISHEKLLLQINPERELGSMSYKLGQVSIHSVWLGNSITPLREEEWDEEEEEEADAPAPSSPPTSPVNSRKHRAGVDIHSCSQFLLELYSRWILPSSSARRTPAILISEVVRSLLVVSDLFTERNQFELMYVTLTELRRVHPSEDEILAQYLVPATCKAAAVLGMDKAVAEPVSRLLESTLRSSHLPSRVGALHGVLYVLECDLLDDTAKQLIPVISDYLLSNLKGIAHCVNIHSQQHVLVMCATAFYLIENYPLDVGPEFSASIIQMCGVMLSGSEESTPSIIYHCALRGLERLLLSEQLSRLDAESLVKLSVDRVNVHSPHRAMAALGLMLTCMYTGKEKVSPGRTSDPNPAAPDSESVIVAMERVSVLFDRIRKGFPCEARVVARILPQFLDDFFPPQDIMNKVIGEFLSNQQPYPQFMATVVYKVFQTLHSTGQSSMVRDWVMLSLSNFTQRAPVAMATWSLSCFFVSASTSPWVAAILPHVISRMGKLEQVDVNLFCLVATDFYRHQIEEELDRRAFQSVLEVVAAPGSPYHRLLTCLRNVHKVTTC
# An asterisk follows results filed as active; i = inactive; · = no result given; & = joins results of further samples. Rule as the data show it: active = inhibition above about 50%; inactive = the rest. Random draw from the library; any-hit rate near 3.5%.
mol	mHTT-CaM PPI inh	Pf apPOL inh
CC1=CC(c2ccc(Cl)cc2)n2nc(NC(=O)CCCC(=O)O)nc2N1 (stereo not drawn)	9	4
Cc1cc([N+](=O)[O-])ccc1-c1ccc(/C=C2/SC(=O)NC2=O)o1	8	-3
Cc1cccc(CC(=O)N2CC3CC(NS(C)(=O)=O)C2C3)c1 (stereo not drawn)	5	0
Cc1sc(Nc2ccccc2N2CCOCC2)nc1-c1ccc(-c2ccccc2F)cc1	·	-4
Cc1ccc(CNC(=O)CCCc2cn(C)c3ccccc23)cc1	14	-10
CCOC(=O)N1CCC(NC(=O)CN2CCN(c3ccc(C)cc3)C2=O)CC1	-12	0
CN(C(=O)COc1ccc(Br)cc1)c1ccccc1	-11	-2
O=C1CCCC(O)=C1C=Nc1ccc(Cl)cc1	·	-5
Cc1scc2nc(C(=O)N3CCC(C)CC3)nc(N3CCOCC3)c12	6	-20
CCC(Sc1ccccn1)C(=O)Nc1ccc(C(C)=O)cc1 (stereo not drawn)	-6	8
CC1=NS(=O)(=O)c2cccnc2N1c1ccc(C)c(F)c1	-8	-2
C=CCOc1ccc(C=Nc2ccc(C)cc2C)c(O)c1	-5	-12
O=C(N/N=C/c1ccoc1)C1CCCCC1	i	·
CCC(=O)NCCc1csc(C2CCCN(C(=O)c3ccc(OC)cc3)C2)n1 (stereo not drawn)	1	0
COc1cc2c(cc1O)-c1ccccc1CN(C)C2	·	-7
CC(C)CN1CCn2cc(C(=O)NCc3cccnc3)nc2C1	-2	-1
O=S(=O)(Nc1ccc(F)cc1)c1cc(Cl)ccc1Cl	-1	-1
COc1ccc(CONS(=O)(=O)c2ccc(OC)cc2)cc1	-14	-1
CC12CC(NC(=O)N1c1ccc(F)cc1F)c1cc([N+](=O)[O-])ccc1O2 (stereo not drawn)	-19	-6
CCOC(=O)C(C)Oc1ccc2c(c1)OC(=Cc1cc(Br)ccc1OC)C2=O (stereo not drawn)	6	-7
O=C(NCCN1CCc2ccccc2C1)c1cn2ccccc2n1	-4	-6
CCOc1nn(CC)cc1-c1nnc(SCc2ccccn2)n1CC	-1	-2
CCCc1nc(-c2c(C)cc(C)nc2NC(=O)c2ccc(C)c(C)c2)no1	5	2
COc1cc(C)ccc1OCC1CN(C(=O)c2ccc(C)cc2)CCO1 (stereo not drawn)	1	-4

# Structures above that have bromine (2):
mol	mHTT-CaM PPI inh	Pf apPOL inh
CN(C(=O)COc1ccc(Br)cc1)c1ccccc1	-11	-2
CCOC(=O)C(C)Oc1ccc2c(c1)OC(=Cc1cc(Br)ccc1OC)C2=O (stereo not drawn)	6	-7

# Remaining list, next part.
mol	mHTT-CaM PPI inh	Pf apPOL inh
CSc1nc(COc2ccc(C(C)(C)C)cc2)nc(-n2cccc2)c1C#N	·	-1
C=CCOc1ccc(C(Nc2ccccn2)c2ccc3cccnc3c2O)cc1 (stereo not drawn)	99*	5
Cc1ccc(Sc2cc(C(=O)NCc3cccnc3)c3ccccc3n2)cc1	16	18
COc1ccc(C(=O)N2CCCC(c3cccc(C(=O)N(C)Cc4ccco4)c3)C2)cc1 (stereo not drawn)	34	3
O=C(CN(Cc1ccccc1)S(=O)(=O)c1ccc(F)cc1)Nc1ccccc1Br	-11	-11
N#Cc1cc([N+](=O)[O-])ccc1Sc1nnc(NC(=O)c2ccc(Cl)c(Cl)c2)s1	·	-9
CC(=O)c1c(C)cc(NC(C)(C)C)nc1NC(C)(C)C	·	-5
Cc1c(Cl)cccc1NC(=O)N1CCN(c2ccc(Nc3ccncc3)nn2)CC1	19	5
Cn1cc(C(N)=O)c(N)n1	2	·
CC(=O)Oc1ccc2c(=O)c(-c3ccc(Br)cc3)c(C)oc2c1	-2	-3
Cc1cc(C)nc(-n2ncc3c2CC(c2ccccc2)CC3=O)n1 (stereo not drawn)	-6	-16
O=C(NCCc1ccc(Cl)cc1)Nc1ccc(Cl)cc1	·	-2
COC(=O)c1cc(Nc2ccc3c(c2)OCO3)c2cccc(F)c2n1	51*	-3
O=C1NC(=O)C(c2cccc3ccccc23)N1 (stereo not drawn)	-2	-1
CCCc1[nH]nc2c1C(c1ccncc1)C(C#N)=C(N)O2 (stereo not drawn)	-1	9
O=C(Nc1ccc(-c2nc3ccccc3o2)cc1)c1ccco1	5	-10
Cc1cccc(NC(=O)CCC2CCCCC2)n1	-20	1
COc1ccccc1C=C1Oc2cc(OCC#N)ccc2C1=O	7	3
CCCn1cnc2c(-c3ccccc3)csc2c1=O	-12	-3
CCSc1nnc(NC(=O)c2cc(=O)c(OCc3ccc(F)cc3)co2)s1	-10	-3
CCC(C)NC(=O)c1ccc2c(c1)nc1n2CCCC1 (stereo not drawn)	-4	3
COc1cc(C(=O)N2CCC(C(=O)Nc3cc(Cl)ccc3Cl)CC2)cc(OC)c1OC	0	0
CCOC(=O)c1nnn(-c2cc(Cl)cc(Cl)c2)c1SCc1c(F)cccc1Cl	·	-2
Cn1nnnc1SCC(=O)Nc1cccc(O)c1	-3	4

# Taken from above.
# Entry for CCCc1[nH]nc2c1C(c1ccncc1)C(C#N)=C(N)O2 (stereo not drawn) in Pf apPOL inh: 9
# Entry for CCCn1cnc2c(-c3ccccc3)csc2c1=O in Pf apPOL inh: -3
# Entry for CCC(C)NC(=O)c1ccc2c(c1)nc1n2CCCC1 (stereo not drawn) in Pf apPOL inh: 3

# Other entries.
mol	mHTT-CaM PPI inh	Pf apPOL inh
COc1nn(C)cc1C(=O)N1CCC(C(=O)NN2CCN(C)CC2)CC1	-22	0
NNC(=O)CCn1nnc(-c2cccc(Cl)c2Cl)n1	·	-9
c1ccc(-c2nnc(-c3cccnc3)o2)cc1	1	-1
CC(C)C(=O)N(Cc1cc(-c2ccc(F)cc2)on1)C1CC1	-10	-6
O=C1CCCC(=O)N1c1ccc(NC2CCCc3ccccc32)c([N+](=O)[O-])c1 (stereo not drawn)	63*	-19
Cc1cccc(C(=O)Nc2ccccc2CO)c1	-2	-5
CC1=NOC(=O)/C1=C/c1ccc(-c2ccccc2)o1	27	3
CC(C)NC(=O)c1ccc(-c2cnc(N3CCCCC3)nc2)cc1	-11	3
CCN1CCN(C(=O)C2c3cc(OC)c(OC)cc3C(=O)N(C)C2c2cccs2)CC1 (stereo not drawn)	-6	1
CN(C)C1N(C(=O)c2ccc(Br)cc2)N=C2c3ccccc3S(=O)(=O)N21 (stereo not drawn)	5	-2
CNC(=O)Cc1csc(NC(=O)c2ccc(NC(=O)c3cn(C)nc3OC)cc2)n1	-9	-4
Cc1c(C(C)C)c(N2CCN(C)CC2)n2c(nc3ccccc32)c1C#N	-1	-5
CC(=O)c1cccc(NS(=O)(=O)c2cccc(C(=O)Nc3ccc(Cl)cc3)c2)c1	6	2
COc1ccc(N(Cc2ccc(F)cc2)C(=O)c2ccco2)cc1	-12	7
CCc1ccc2c(c1)C(=O)C(=O)N2	21	-4
Cc1ccccc1CNC(=O)C1CCN(c2nnc(-c3ccccc3)o2)CC1	8	-1
Cn1ncc(NC(=O)Nc2cc(Cl)ccc2Cl)c1-n1cccc1	·	-2
Cc1ccc(NC(=O)CCC(=O)O)c(C)c1	-18&-6	5&7
Cc1ccc(C2NC(C(=O)O)CS2)cc1[N+](=O)[O-] (stereo not drawn)	-3	-5
CCc1cc2c(=O)c(-c3ccc4c(c3)OCCO4)coc2cc1O	1	6
C(=N/N1CCN(c2ccccn2)CC1)/c1cccc2ccccc12	i	·
OC(CN1CCOCC1)Cn1cnc2c(SCc3ccccc3)ncnc21 (stereo not drawn)	5	-7
Cc1ccccc1C(=O)N1CCN(c2ccc([N+](=O)[O-])c(NC3CC3)c2)CC1	41	-7
Cc1nn(-c2ccccc2)nc1CNC(=O)COc1ccccc1	·	-2
Cc1cc(I)ccc1NC(=O)COc1ccccc1Cl	-5	-4
O=C(Nc1ccccc1)C1CCCN(c2cnn(Cc3ccccc3)c(=O)c2)C1 (stereo not drawn)	3	-2
Cn1c(=O)c2c(nc(SCC(=O)c3ccc([N+](=O)[O-])cc3)n2C)n(C)c1=O	-1	-8
Nc1nc(NC(=O)c2ccco2)nn1-c1ccccc1	2	-1
Cc1ccccc1NC(=O)C1CCN(c2cc(N3CCCC3)ncn2)CC1	-10	-2
O=C(NCC1OCCc2ccccc21)c1ccc(NC(=O)c2ccccc2)cc1 (stereo not drawn)	1	-4
CCCCCCN1C[C@@H](O)[C@H](n2cc(-c3ccc(F)cc3)nn2)C[C@@H]1c1ccccc1	-6	-4
CCOc1ccc(CCn2cnc3sc4c(c3c2=N)CCCC4)cc1OCC	-4	-12
COCCN(Cc1ccsc1)C(=O)c1ccco1	-19	-1
O=C(CN(c1cccc([N+](=O)[O-])c1)S(=O)(=O)c1ccccc1)NCc1ccncc1	-1	23
COc1cccc(OC)c1C(=O)O/N=C(\N)c1cccnc1	i	0
CN(CCNC(=O)CC1CCN(C(=O)c2ccccc2)CC1)C1CCCCC1	1	-1
Cc1ccc(C(=O)CSc2n[nH]c(-c3ccncc3)n2)c(C)c1	9	-7
c1c(C2CCCCC2)n[nH]c1CN1CCCCC1	-8	-7
Cc1nn(C)cc1-c1ccno1	1	·
Cc1ccc(NS(=O)(=O)c2ccc3c4c(cccc24)C(=O)N3)c(C)c1	-27	-1
COCC(=O)N1CCN(c2nc(CN3CCOCC3)cs2)CC1	-5	-2
O=c1cc(CN2CCN(C3CCCCC3)CC2)nc(-c2ccccc2)[nH]1	-2	-1
Cc1c(Br)c([N+](=O)[O-])nn1CCCC(=O)Nc1sc2c(c1C#N)CCC2	4	-2
O=[N+]([O-])c1cc(C=Nc2ccc3nc(-c4ccc(F)cc4)[nH]c3c2)c(O)c([N+](=O)[O-])c1	15	-1
Cc1ccc(C2=N/C(=C\c3cc(Br)cs3)C(=O)O2)cc1	7	-1
Cc1ccccc1N(CC(=O)NCc1ccco1)S(C)(=O)=O	2	65*
O=C(Nc1cc(N2CCCN(Cc3cccc(Cl)c3)C2=O)ccc1Cl)C1CC1	-3	0
CCC1Oc2ccccc2N(Cc2ccccc2F)C1=O (stereo not drawn)	-48	30

# By substructure: the compounds so far with a COOH group (3)
mol	mHTT-CaM PPI inh	Pf apPOL inh
CC1=CC(c2ccc(Cl)cc2)n2nc(NC(=O)CCCC(=O)O)nc2N1 (stereo not drawn)	9	4
Cc1ccc(NC(=O)CCC(=O)O)c(C)c1	-18&-6	5&7
Cc1ccc(C2NC(C(=O)O)CS2)cc1[N+](=O)[O-] (stereo not drawn)	-3	-5

# (list continues)
mol	mHTT-CaM PPI inh	Pf apPOL inh
Cn1c(=O)c([N+](=O)[O-])c(N2CCCC2)c2ccccc21	-2	-8
CN(C)CCNC(=O)c1ccc2c(c1)NC(=O)C(N1CCCC1)S2 (stereo not drawn)	0	-10
O=C1OC(c2ccc(Br)cc2)=N/C1=C\c1ccccc1	0	1
CN(CC12CCCC1N(C)C(=O)CC2)C(=O)NCc1ccccc1 (stereo not drawn)	-4	-6
CC(=O)NCc1csc(C2CCCN(C(=O)c3ccc(Cl)s3)C2)n1 (stereo not drawn)	2	-3
CNc1cc(Nc2ccccc2)c2c3c(onc13)-c1ccccc1C2=O	98*	0
O=C1c2ccccc2C(=O)N1n1cnnc1	-8	-2
O=C(CCc1ccccc1)N1CCc2c(nc3cc(-c4ccccc4Cl)[nH]n3c2=O)C1	46	-3
Cc1ccc(NC(=O)C2Oc3ccccc3NC2=O)c(Cl)c1 (stereo not drawn)	-3	-5
CC(C)c1noc(-c2cccnc2N2CCCN(C(=O)Cc3ccccc3Cl)CC2)n1	0	-9
Cc1ccccc1N1C(=O)c2cc(S(N)(=O)=O)c(Cl)cc2NC1C (stereo not drawn)	·	-4
FC(F)(F)c1cccnc1N1CCNC1=S	·	-1
COc1ccc(C2=NC(C)(C)N(CC(=O)Nc3ccc(OC)c(OC)c3)C2=O)cc1	-2	-6
O=S1(=O)[C@H]2C[C@H]3O[C@@]2(C[C@@H]3c2ccc(F)cc2)CN1Cc1ccc(Cl)cc1	7	4
O=C(O)C[C@H]1c2cc(F)ccc2S(=O)(=O)N1Cc1ccccc1	-9	-4
COc1cccc(C(=O)Nc2cc(-c3nc4ncccc4o3)ccc2C)c1	5	7
CC(=O)c1ccc(NC(=O)c2ccc(-c3ccc([N+](=O)[O-])cc3)o2)cc1	36	-4
Oc1ccc2ccccc2c1C1Nc2cccc3cccc(c23)N1	89*	·
CCn1c(=O)c2c(ncn2C(C)C)n(-c2cccc(F)c2)c1=O	-2	-6
COc1ccc(-c2nccc(C3CCCN(C(=O)CC(C)(C)C)C3)n2)cc1 (stereo not drawn)	7	-3
Cc1nccn1S(=O)(=O)c1ccc(Br)cc1Br	3	2
CC(=C1C(=O)c2ccccc2C1=O)N1CCN(c2ccc([N+](=O)[O-])cc2)CC1	2	-1
O=C(CSc1nc2c(c(=O)n1-c1ccc(Br)cc1)SCC2)Nc1ccccc1	14	-9
NS(=O)(=O)c1ccc(NC(=O)CCN2C(=O)SC(=Cc3ccccc3)C2=O)cc1	6	-2
O=C(CSc1n[nH]c(-c2ccccc2)n1)Nc1ccccc1[N+](=O)[O-]	12	-1
Cc1ccc(-n2nc3c(c2NC(=O)c2cccc(F)c2)CS(=O)C3)cc1 (stereo not drawn)	1	-1
CCc1ccc(C(=O)N2CCC(c3noc(N)c3C)CC2)cc1	1	-1
COc1cccc(-c2cc(C(=O)N3CCCC3c3cc(C(C)C)on3)on2)c1 (stereo not drawn)	-5	0
O=C(Cc1ccccc1)N1CCC2(CC1)N(Cc1ccccc1)C(=O)CS2(=O)=O	24	4
CC(C(=O)Nc1ccccc1OC(F)(F)F)n1nc(-c2ccco2)ccc1=O (stereo not drawn)	10	7
N=c1oc2ccc(Br)cc2cc1-c1nc(-c2cc3ccccc3oc2=O)cs1	5	-8
